NADH coupling – inhibition of NAD/NADH coupling enzymes, library profiling. IC50, µM (top dose mostly 10 µM), without a hit: at the highest dose inhibition. coupled PK/LDH NADH assays, four targets. 0.02% of 65,000 active;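 active = single-dose screening hits from any of four coupled enzyme assays that gave an IC50 when retested across doses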;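 also: the DPM-DC format reads NADH fluorescence rather than 340 nm absorbance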
Jurkat viability – cytotoxic compounds reducing Jurkat cell viability; 1.2% of 56,000 active; Jurkat E6.1 viability, ATP luminescence, 48 h; inhibition, % at 4 µM;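 active = inhibition above the mean inhibition of all tested compounds plus 3 SD, cut at about 28% in these data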
D1 allo mod – allosterically modulates the human D1 dopamine receptor | HEK293 D1, CRE-luciferase, dopamine EC30 potentiation; actives deviate in either direction | P21728 | B-score at 10 µM | 5.9% of 58,000 active;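 active = luminescence count or its row- and column-corrected plate score outside the 99.7% band of the plate's sample wells, on either side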
Target sequence (P21728 whole entry, looked up): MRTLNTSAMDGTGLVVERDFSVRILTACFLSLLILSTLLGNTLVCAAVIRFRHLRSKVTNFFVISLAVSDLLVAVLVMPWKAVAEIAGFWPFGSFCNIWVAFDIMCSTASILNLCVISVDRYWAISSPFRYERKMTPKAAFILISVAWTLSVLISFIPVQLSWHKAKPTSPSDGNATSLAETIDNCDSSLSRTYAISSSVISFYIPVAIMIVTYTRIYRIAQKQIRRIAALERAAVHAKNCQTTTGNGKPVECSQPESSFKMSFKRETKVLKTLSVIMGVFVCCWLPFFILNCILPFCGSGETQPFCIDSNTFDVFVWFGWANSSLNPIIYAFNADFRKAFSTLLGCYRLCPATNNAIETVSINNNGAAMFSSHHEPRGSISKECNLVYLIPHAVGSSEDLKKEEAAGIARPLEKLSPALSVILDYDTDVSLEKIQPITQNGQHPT
M1 antag – M1 muscarinic receptor (rat) antagonism; P08482; CHO-M1 cells, Fluo-4 calcium, ACh EC80 antagonist mode; stronger effect = lower value; B-score at 10 µM; 3.4% of 64,000 active;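 active = calcium fluorescence response, raw or row-and-column corrected B-score, differing from the plate sample mean either way at a set confidence level, mostly lower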
Target sequence (P08482 whole entry, looked up): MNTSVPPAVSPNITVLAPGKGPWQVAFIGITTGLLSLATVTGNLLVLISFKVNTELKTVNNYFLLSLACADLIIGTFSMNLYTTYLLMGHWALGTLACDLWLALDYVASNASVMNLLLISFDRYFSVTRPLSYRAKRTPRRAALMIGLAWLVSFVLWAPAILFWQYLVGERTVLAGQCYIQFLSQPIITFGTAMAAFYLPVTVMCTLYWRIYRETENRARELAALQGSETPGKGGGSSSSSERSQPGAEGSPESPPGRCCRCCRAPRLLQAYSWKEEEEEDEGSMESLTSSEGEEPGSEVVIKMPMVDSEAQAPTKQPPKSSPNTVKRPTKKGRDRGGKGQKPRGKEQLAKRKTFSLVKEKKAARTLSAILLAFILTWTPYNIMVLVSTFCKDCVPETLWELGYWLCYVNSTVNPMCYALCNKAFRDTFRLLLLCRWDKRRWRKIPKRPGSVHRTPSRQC
SF-1 act – activators of human nuclear receptor SF-1; Q13285; CHO-K1 Gal4-SF-1 LBD luciferase reporter; % increase over DMSO SF-1-specific signal; activation, % at 10 µM; 1.9% of 65,000 active;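 active = activation above the mean activation of all tested compounds plus 3 SD, cut at about 50% in these data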
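System: CHO-K1 cells with Gal4–hSF-1 LBD chimera plus Gal4-driven luciferase; quantity: 4,000 CHO-K1 cells per well; compound: one dose, 10 µM compound, 1% DMSO; times: 20 h compound treatment, 37 °C; measured by: SteadyLite luciferase luminescence; read-out: percent activation versus DMSO; benchmarks: DMSO and mock-transfected background; replicates: one test per compound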
TNAP act DEA – human TNAP activation, intermediate phosphate acceptor; activation factor at 20 µM; purified TNAP, CDP-star luminescence, 100 mM DEA, 30 min; stronger effect = higher value; scale: 0 levamisole-inhibited, 1 vehicle-only enzyme; 64,000 tested, under 10 active;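 active = activation factor of at least 2 at 20 µM, relative to controls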
HEK293 NFkB inh – lowers PMA/ionomycin-induced NF-kB signal in HEK293 cells | HEK-293 NF-kB luciferase reporter, luminescence | inhibition, % at 3 µM | 0.21% of 62,000 active | AID 465;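 active = inhibition above the mean of all tested compounds plus 3 SD, cut at about 40% in these data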;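 also: 0% = stimulated DMSO wells and 100% = 10 µM reference inhibitor 5653914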
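System: NF-kB luciferase reporter HEK-293 cells | Replication: Single test | Control set: DMSO vs reference inhibitor | Evaluation: % inhibition | Schedule: 1 h pretreatment, 16 h stimulation, 37 °C | Probe or stimulus: PMA with ionomycin | Compound dosing: One dose, 3 µM | Detection: Luciferase luminescence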
Ecoli tolC – growth inhibitors of E. coli BW25113 tolC mutant. OD615. growth inhibition, % at 10 µM (by protocol). 2.2% of 65,000 active. AID 573;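 active = growth inhibition at or above a cutoff equal to the mean over every tested compound plus 3 SD, cut at about 60% in these data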;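 also: growth measured after 20 h incubation at 37 °C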
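Doses: one dose of 10 µM final / Material: E. coli BW25113 ΔtolC::kan, tolC deletion mutant strain / Buffer or medium: LB with kanamycin 50 µg/mL / Evaluation: percent growth inhibition / Detection: optical density read at 615 nm / Incubation: 37 °C, 20 h exposure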
M1 ag – agonists of M1 muscarinic receptor. CHO-M1 cells, Fluo-4 calcium fluorescence, agonist mode; stronger effect = higher value. B-score at 10 µM. 3% of 64,000 active;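 active = fluorescence rise, raw or as B-score row- and column-corrected plate score, outside the 99.7% band of its plate's samples, either direction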
An asterisk follows results filed as active; . = not tested or not shown; [ ] = remark or other dose.

SMILES	NADH coupling	Jurkat viability	D1 allo mod	M1 antag	SF-1 act	TNAP act DEA	HEK293 NFkB inh	Ecoli tolC	M1 ag
CCCCCCNC(=O)CC(NS(=O)(=O)c1ccc(NC(C)=O)cc1)C(C)C (configuration not stated)	8.0%	.	-0.0544	-0.1	-6.2	0.9	17.7	-17.9	0.172
O=C1C(O)CC2c3ccccc3CC3(CCCC3)N12 (configuration not stated)	2.0%	-5.3	.	-1.02	18.4	0.9	3.8	-15.5	-0.987
COc1ccc2[nH]cc(C3N4CC5(C)CN3CC(C)(C4)C5=O)c2c1 (configuration not stated)	20.0%	.	1.71	-0.523	11.4	.	19.2	-14.3	0.898
Cc1cc2oc(=O)cc(CN3CCCCC3C)c2c(C)c1Cl (configuration not stated)	6.0%	5.8	0.112	0.941	5.2	0.9	-0.5	41.6	-0.466
CCOC(=O)C1C(=O)OC2(CCOC(C)(C)C2)C1C(=O)OCC (configuration not stated)	7.0%	3.2	-1.09	0.0255	-11.8	0.9	16.1	-6.8	-1.02
CCOC(=O)CSC1=C(C#N)C(c2sccc2C)CC(=O)N1 (configuration not stated)	2.0%	93.2*	.	.	-12.6	1	17.9	10.5	.
CC(Sc1nc(NCc2ccccc2)nc(N2CCOCC2)n1)C(=O)Nc1ccccc1 (configuration not stated)	1.0%	-2.9	0.0325	0.508	0.7	0.9	20.7	3.2	-0.41
C1=C(CCNC2=NCCCCC2)CCCC1	5.0%	-2.9	0.058	-0.0915	4.1	0.8	3.7	-13.2	-0.615
COc1ccc(N2C(=O)CSC2c2ccncc2)cc1 (configuration not stated)	5.0%	-0.6	0.233	1.04	11.6	1	18.2	4.9	-0.452
COC(=O)c1cc2nc(-c3ccccc3)cc(C)n2n1	7.0%[fluoresces]	6.1	.	0.108	-18.2	1	4.6	-12.8	-0.132
CN(C(=O)Cn1c(=O)n(CCCCC(=O)NC2CCCC2)c(=O)c2ccccc21)C1CCCCC1	3.0%	-4.5	0.00735	0.473	-3.1	0.9	15.9	-16.2	0.564
O=c1cc(CNCCCO)c2ccccc2[nH]1	1.0%	8.3	0.87	0.0958	15.5	1	22.6	3.7	-0.0756
Cc1nc(NCCN2CCOCC2)c2nnn(Cc3c(F)cccc3Cl)c2n1	4.0%	3.7	1.74	-0.0118	14.5	0.9	12.3	-8.8	0.0529
CC(=O)Nc1ccc(OC/C=C(\C)Cl)cc1	4.0%	0.8	0.211	0.00561	6.7	0.9	2.5	8.8	-0.351
CCN(CC)S(=O)(=O)c1ccc(C(=O)NCc2nnc(SCC(=O)OC)n2C)cc1	0.0%	-5.4	-0.219	-0.576	9.6	0.9	20.0	-3.9	0.216
CC(=O)Nc1ccc(C(=O)OC2CCOC2=O)cc1 (configuration not stated)	0.0%	-1.0	-0.0454	-0.0825	8.3	0.9	-6.7	-15.4	0.187
Cc1cc(Nc2ccc(F)cc2F)n2nc(C)nc2n1	6.0%	-1.3	0.00176	-0.453	-26.5	1.2	-8.1	-4.6	0.494
CN1C(=O)C(CC(=O)N2CCN(C(c3ccccc3)c3ccccc3)CC2)N(C)C1=O (configuration not stated)	1.0%	-6.6	0.0686	-2.06	-9.4	0.8	-4.6	-7.8	0.171
O=C1CC(N2CCN(c3ccc(F)cc3)CC2)C(=O)N1Cc1ccc(N2CCCC2=O)cc1 (configuration not stated)	1.0%	9.1	0.361	-0.27	4.0	0.9	14.5	-5.8	-2.19
CCOCCn1c(SCc2ccccc2)nc2c1c(=O)[nH]c(=O)n2C	2.0%	-0.6	0.263	-0.271	1.7	1	17.0	7.2	0.148

Reprinted from the part before: 5 compounds, followed by the next part.
SMILES	NADH coupling	Jurkat viability	D1 allo mod	M1 antag	SF-1 act	TNAP act DEA	HEK293 NFkB inh	Ecoli tolC	M1 ag
CC(=O)Nc1ccc(C(=O)OC2CCOC2=O)cc1 (configuration not stated)	0.0%	-1.0	-0.0454	-0.0825	8.3	0.9	-6.7	-15.4	0.187
Cc1cc(Nc2ccc(F)cc2F)n2nc(C)nc2n1	6.0%	-1.3	0.00176	-0.453	-26.5	1.2	-8.1	-4.6	0.494
CN1C(=O)C(CC(=O)N2CCN(C(c3ccccc3)c3ccccc3)CC2)N(C)C1=O (configuration not stated)	1.0%	-6.6	0.0686	-2.06	-9.4	0.8	-4.6	-7.8	0.171
O=C1CC(N2CCN(c3ccc(F)cc3)CC2)C(=O)N1Cc1ccc(N2CCCC2=O)cc1 (configuration not stated)	1.0%	9.1	0.361	-0.27	4.0	0.9	14.5	-5.8	-2.19
CCOCCn1c(SCc2ccccc2)nc2c1c(=O)[nH]c(=O)n2C	2.0%	-0.6	0.263	-0.271	1.7	1	17.0	7.2	0.148
Cc1nc2sc(C(c3ccc(C(C)C)cc3)N3CCN(CCO)CC3)c(O)n2n1 (configuration not stated)	4.0%	-9.2	0.326	0.555	4.9	0.9	18.8	-5.5	-0.886
COCCn1c(=O)c2c3c(sc2n(CC(N)=O)c1=O)CCCC3	3.0%	11.0	0.296	-0.499	-21.8	1	18.3	-12.4	-0.0161
O=C(CCN1C(=O)c2ccccc2S1(=O)=O)NCc1ccco1	7.0%	1.0	.	0.174	-3.6	1	-8.0	-13.4	-1.05
CCOC(=O)N1CCC(NC(=O)c2cc3sccc3n2CC)CC1	3.0%	2.0	-0.469	-0.495	-5.2	1	19.4	-1.1	-0.987
O=C(OCn1nnc2ccccc2c1=O)c1ccc2ncsc2c1	7.0%	1.9	0.146	-0.359	-6.0	0.9	17.4	9.3	0.0427
O=C(CCC(=O)c1cccs1)Nc1nnc(C2CC2)s1	7.0%	-6.6	-0.353	0.22	11.1	0.9	9.8	-3.6	0.441
COc1ccc(C2C(C(C)=O)=C(C)N=c3s/c(=C/c4ccc5c(c4)OCO5)c(=O)n32)cc1 (configuration not stated)	3.0%	.	0.664	-0.389	0.5	0.8	12.5	11.6	3.85*
CCN(CC)c1ccc(C2C(C(=O)OCCOC(C)C)=C(C)NC3=C2C(=O)CCC3)cc1 (configuration not stated)	4.0%	-0.9	-0.563	-11.2*	4.7	1	2.9	11.2	-0.0589
O=C(CSc1nnc(C2CC2)n1Cc1ccccc1)N1CCN(S(=O)(=O)c2ccccc2)CC1	4.0%	0.7	0.451	-2.04	-15.9	1	-0.9	8.3	0.0729
COc1ccc(CN(C(=O)CNC(=O)c2ccco2)C(C(=O)NC2CCCC2)c2ccco2)cc1 (configuration not stated)	2.0%	-0.1	0.406	0.55	-4.7	0.8	8.4	-3.0	-1.36
C=CCn1c(SCC(=O)c2ccc(O)c(O)c2)nnc1-c1ccccc1OC	7.0%	6.5	2.58	-0.0123	-28.9	0.8	-4.7	.	0.244
Cc1cnc(-c2nnc(N(C)C(=O)c3cnccn3)s2)cn1	5.0%	2.1	0.163	0.00185	5.2	1	16.8	-23.8	-0.235
O=C(NCc1ccco1)c1cccn2c(=O)c3cc(Br)ccc3nc12	8.0%	.	-0.861	0.486	-0.3	0.9	10.6	27.3	-0.38
CC(C)OC(=O)c1c(N)sc2c1CCCC2	3.0%	5.4	11.1*	1.75	-13.8	0.9	15.0	-2.1	0.541
CC[N+](CC)(CC)C/C(N)=N/O	9.0%	-21.6	-0.36	0.102	-2.3	0.9	-7.6	-11.6	-0.921
Cc1ccc(-c2nc(C#N)c(NCCc3ccccn3)o2)cc1	9.0%	3.8	.	-0.28	54.4*	1	-8.7	3.6	-0.176
O=C(c1ccco1)N1CCN(C(=O)C2c3ccccc3Oc3ccccc32)CC1	6.0%	2.5	0.316	.	-3.4	1	14.6	5.3	.
CCOC(=O)/C=C1\Nc2ccccc2SC1=O	8.0%	-0.7	0.0943	0.908	0.5	0.9	15.8	7.7	1.07
COc1ccccc1N1CCN(C(CNS(=O)(=O)c2cc(F)ccc2F)c2cccnc2)CC1 (configuration not stated)	2.0%	.	0.483	0.453	4.6	0.9	12.3	2.6	-0.307
O=C1CCc2nc3sc4c(c3c(=O)n2N1)CCCC4	3.0%	-7.3	-0.045	0.0682	10.1	1	-0.5	4.8	0.77
CNC(=O)C(Sc1ccccc1)c1ccccc1 (configuration not stated)	5.0%	9.7	-0.155	-0.441	22.4	1	17.0	-5.0	-1.24
CC(NC(=O)CSc1ncccn1)c1ccccc1 (configuration not stated)	3.0%	-4.0	0.429	0.432	8.4	1	16.3	-13.6	-0.205
Cc1ccc(NC(=O)Cn2c(=O)n(CCCC(=O)NCc3ccco3)c(=O)c3ccccc32)cc1	5.0%	-2.8	.	.	10.5	1	11.7	-22.9	.
O=C(NCC(=O)N(Cc1cccs1)C(C(=O)NC1CCCC1)c1ccco1)c1cccs1 (configuration not stated)	7.0%	3.9	-1.91	-1.21	4.0	1	20.7	12.2	3.21*
CCCCCc1c(C)nc(N2CCOCC2)[nH]c1=O	3.0%	3.8	0.558	1.63	-18.5	1	10.1	1.8	1.68
O=C(NC(Cc1ccccc1)C(=O)NCc1ccccn1)c1ccco1 (configuration not stated)	1.0%	8.2	-0.0118	0.956	2.5	1	9.7	-8.6	-0.371
CC1(C)CC(=O)C=C(NCCN2CCN(C(=O)Nc3ccccc3)CC2)C1	2.0%	0.1	-0.0876	-0.956	-15.4	0.8	15.4	-16.1	-0.149
O=S1(=O)N=C(N2CCCc3ccccc32)c2ccccc21	0.0%	6.6	0.932	-0.354	19.0	0.9	18.3	-2.2	-0.433
COc1ccc(C2=NO[C@@H]3C(=O)N(c4ccc(C)cc4C)C(=O)[C@H]23)cc1OC	6.0%	0.6	0.956	0.0519	-17.2	0.9	13.0	-1.4	-0.0878
Cc1ccc(S(=O)(=O)NCCC(=O)NCCN2CCCCCC2)cc1	4.0%	-2.2	0.682	0.0983	3.7	1	5.9	-5.2	-0.392
CCCS(=O)(=O)n1nc(-c2ccc(Br)cc2)cc1N	11.0%	1.9	0.488	0.626	8.5	0.9	1.3	3.1	0.00402
COc1ccc(N2C(=O)CC(N3CCC(O)(c4cccc(C(F)(F)F)c4)CC3)C2=O)cc1 (configuration not stated)	2.0%	2.7	-0.481	-0.0423	-16.1	0.9	7.8	2.4	-0.878

Single records, as listed above.
Shown for O=C(NC(Cc1ccccc1)C(=O)NCc1ccccn1)c1ccco1 (configuration not stated) : NADH coupling = 1.0%; Jurkat viability = 8.2; D1 allo mod = -0.0118; M1 antag = 0.956; SF-1 act = 2.5; TNAP act DEA = 1; HEK293 NFkB inh = 9.7; Ecoli tolC = -8.6; M1 ag = -0.371
Shown for COc1ccc(N2C(=O)CC(N3CCC(O)(c4cccc(C(F)(F)F)c4)CC3)C2=O)cc1 (configuration not stated) : NADH coupling = 2.0%; Jurkat viability = 2.7; D1 allo mod = -0.481; M1 antag = -0.0423; SF-1 act = -16.1; TNAP act DEA = 0.9; HEK293 NFkB inh = 7.8; Ecoli tolC = 2.4; M1 ag = -0.878
